Screening data from PubChem BioAssay.
cytoskel mod = alters cytoskeleton assembly in HUVEC cells; HUVEC TNFa F-actin phalloidin imaging, high content; inhibition, % at 2 µM; 0.18% of 91,000 active;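 active = inhibition above the batch mean plus 3 SD and confirmed as a hit by visual image inspection, cut at about 30% in these data, passing the limit was not always enough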; note: strong numbers were not always called active
Smad3 FoxH1 inh = blocks human Smad3 binding to FoxH1 peptide. P84022. TR-FRET Smad3/Dy647-FoxH1 peptide binding, europium anti-His. inhibition, % at 25 µM. 0.29% of 88,000 active. AID 630;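 active = compounds that reduce the energy-transfer binding signal between the protein and its labelled peptide by more than half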;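 note: 0% = Smad3 plus labelled peptide maximal FRET and 100% = peptide-only background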
Target sequence (P84022 whole entry, looked up): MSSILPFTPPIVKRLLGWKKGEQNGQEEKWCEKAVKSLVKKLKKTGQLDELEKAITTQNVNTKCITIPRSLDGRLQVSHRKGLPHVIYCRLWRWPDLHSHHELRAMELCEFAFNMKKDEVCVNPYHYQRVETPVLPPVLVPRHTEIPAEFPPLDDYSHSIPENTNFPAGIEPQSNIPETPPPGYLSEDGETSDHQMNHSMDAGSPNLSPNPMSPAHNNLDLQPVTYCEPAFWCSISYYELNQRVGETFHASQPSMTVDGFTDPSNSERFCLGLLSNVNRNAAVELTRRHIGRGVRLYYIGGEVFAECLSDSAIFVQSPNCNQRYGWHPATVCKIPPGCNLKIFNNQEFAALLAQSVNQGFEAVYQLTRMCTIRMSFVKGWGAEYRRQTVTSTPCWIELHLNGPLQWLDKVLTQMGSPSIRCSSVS
Candida biofilm = kills Candida albicans biofilms | inhibition, % at 6 µM | 0.14% of 85,000 active | AID 834 | C. albicans biofilm + clotrimazole, Alamar Blue;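 active = inhibition above 20%; inactive = inhibition below 20%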;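 note: preformed 24 hr biofilms exposed to compound for 48 hr; 0% = biofilm without compound and 100% = blank killed by clotrimazole plus chlorhexidine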
HUVEC tox IL1B = HUVEC cytotoxicity counter-screen, IL-1B stimulated; HUVEC cell count loss, Hoechst imaging; cell count reduction, % at 2 µM; 0.41% of 94,000 active;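 active = cell count reduction more than 3 SD above the screen-wide mean, cut at about 70% in these data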;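 note: normalized per plate to untreated control cells as the no-loss baseline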
ERb coact inh = ER-beta (human) coactivator binding inhibition; 1.3% of 86,000 active; TR-FRET ER-beta LBD / SRC1-Cy5 peptide binding; receptor agonist-loaded with 1 µM estradiol; Q92731; AID 633; inhibition, % at 25.6 µM;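 active = compounds whose percent inhibition of the receptor-coactivator binding signal exceeds about 50% in the single-dose screen, limit read from the data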;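 note: 0% = receptor plus peptide wells without compound and 100% = peptide-only wells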
VCAM1 TNFa inh = reduces TNF alpha induced VCAM1 expression in HUVEC; HUVEC TNFa-induced VCAM-1 immunofluorescence, high-content imaging; inhibition, % at 2 µM; 0.48% of 95,000 active; AID 802;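 active = inhibition above the batch mean plus 3 SD, with images confirmed as a hit by eye, cut at about 37% in these data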;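 note: 0% = TNF-stimulated DMSO wells and 100% = unstimulated control wells; not every result past the cut was called active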
sEH act = activators of human soluble epoxide hydrolase; activation, % at 2 µM; P34913; 0.04% of 91,000 active; purified human sEH enzymatic activity, activator screen; AID 717; in the data active = activation above about 37%; note: values of inactives mirror those of a sister screen read the other way
Target sequence (P34913 whole entry, looked up): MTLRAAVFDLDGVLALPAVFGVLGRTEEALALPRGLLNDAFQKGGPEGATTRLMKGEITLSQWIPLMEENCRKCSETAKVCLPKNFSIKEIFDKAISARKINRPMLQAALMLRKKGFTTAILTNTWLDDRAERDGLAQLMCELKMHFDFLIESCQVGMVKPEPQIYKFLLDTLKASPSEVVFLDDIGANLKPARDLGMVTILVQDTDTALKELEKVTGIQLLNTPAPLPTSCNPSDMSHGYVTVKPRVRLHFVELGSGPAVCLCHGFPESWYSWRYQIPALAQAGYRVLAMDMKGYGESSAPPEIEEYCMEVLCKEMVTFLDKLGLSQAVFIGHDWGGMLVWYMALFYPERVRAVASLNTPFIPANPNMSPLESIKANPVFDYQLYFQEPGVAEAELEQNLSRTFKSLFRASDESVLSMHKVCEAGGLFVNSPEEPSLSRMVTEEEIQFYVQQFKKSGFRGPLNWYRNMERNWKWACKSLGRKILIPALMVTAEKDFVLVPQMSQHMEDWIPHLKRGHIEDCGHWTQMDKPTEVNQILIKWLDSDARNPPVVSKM
sEH inh = soluble epoxide hydrolase (human) inhibition; inhibition, % at 2 µM; P34913; 0.34% of 91,000 active; recombinant human sEH enzymatic activity assay; in the data active = inhibition above about 80%; note: values of inactives mirror those of a sister screen read the other way; many of its hits are not listed in these tables
TNFa cytotox = toxic to HUVEC cells under TNF alpha stimulation. HUVEC TNFalpha-stimulated, Hoechst cell count, imaging. 0.17% of 93,000 active. cell count reduction, % at 2 µM. AID 848;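 active = cell count reduction exceeding the screen mean by over 5 SD, scaled to untreated wells per plate, cut at about 78% in these data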;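 note: cells counted after 24 h of TNF alpha exposure following the 1 h pretreatment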
An asterisk follows results filed as active; . = not tested or not shown; [ ] = remark or other dose.

Every second line gives: sEH inh | Smad3 FoxH1 inh | VCAM1 TNFa inh | cytoskel mod | Candida biofilm | ERb coact inh | sEH act | TNFa cytotox | HUVEC tox IL1B
CCOC(=O)Cn1c(=O)sc2ccccc21
 : 4 | -8 | 15 | -2 | 8 | 10 | -4 | 4 | 9
CCOC(=O)CN(C(=O)CN1CCC(n2nnc3cc(C)ccc32)CC1)c1ccccc1
 : -6 | . | -26 | 4 | . | . | 8 | -10 | 6
c1csc(-c2cn3c(n2)SCC3)c1
 : 5 | -3 | 15 | . | . | 17 | -4 | 20 | 2
CC(C)Cc1nc(N2CCN(C(=O)c3ccccc3)CC2)c(C#N)c2c1CCC2
 : 8 | 6 | 9 | -3 | 1 | -3 | -6 | 4 | -5
COC(=O)COc1ccc(Cl)cc1C1Nc2ccccc2C(=O)N1c1ccc(OC)cc1 (stereo unspecified)
 : -5 | . | -13 | -23 | . | . | 7 | 10 | -16
Cc1ccccc1Nc1c(N)c(=O)oc2ccccc12
 : -25 | . | 18 | -11 | . | . | 22 | -18 | -10
Cc1c(C(=O)NC(C)c2ccncc2)oc2ccccc12 (stereo unspecified)
 : -24 | -2 | 0 | 8 | -5 | -2 | 21 | -10 | -2
CC1(C)C(=O)Nc2ccccc2N1C(=O)CN1C(=O)c2ccccc2C1=O
 : -16 | 5 | 4 | 25 | 6 | -3 | 17 | -23 | -15
CC(C)(C)/C(O)=C(/C#N)c1nc2ccccc2[nH]1
 : 6 | 0 | 15 | 4 | 3 | -1 | -4 | -27 | 18
Cc1nnc(NC(=O)c2cccc(F)c2)s1
 : 10 | . | -3 | -4 | . | . | -10 | -34 | -5
Cc1ccc(C(=O)O)c(C(=O)Nc2nc(C)cs2)c1
 : 2 | 6 | 7 | -16 | 3 | -33 | -2 | -7 | -12
CCn1c(=S)sc2nc(C)sc21
 : -8 | 1 | -5 | 31 | 4 | -21[fluorescence artefact?] | 10 | -16 | -2
O=S(=O)(c1ccc(Cl)cc1)n1ccc2cccnc21
 : -5 | . | 6 | -1 | . | . | 7 | -5 | -31
O=C(Nc1ccc(Cl)cn1)c1ccc2ccccc2n1
 : -1 | 7 | 21 | 4 | 5 | -10 | 0 | -30 | -1
Cc1cc(-c2ccccc2)[nH]c(=O)c1S(=O)(=O)c1ccccc1
 : -7 | . | -6 | 40 | . | . | 9 | -8 | 8

11 entries out of the list, arranged by molecular weight, highest first.
Every second line gives: sEH inh | Smad3 FoxH1 inh | VCAM1 TNFa inh | cytoskel mod | Candida biofilm | ERb coact inh | sEH act | TNFa cytotox | HUVEC tox IL1B
COC(=O)COc1ccc(Cl)cc1C1Nc2ccccc2C(=O)N1c1ccc(OC)cc1 (stereo unspecified)
 : -5 | . | -13 | -23 | . | . | 7 | 10 | -16
CCOC(=O)CN(C(=O)CN1CCC(n2nnc3cc(C)ccc32)CC1)c1ccccc1
 : -6 | . | -26 | 4 | . | . | 8 | -10 | 6
CC(C)Cc1nc(N2CCN(C(=O)c3ccccc3)CC2)c(C#N)c2c1CCC2
 : 8 | 6 | 9 | -3 | 1 | -3 | -6 | 4 | -5
CC1(C)C(=O)Nc2ccccc2N1C(=O)CN1C(=O)c2ccccc2C1=O
 : -16 | 5 | 4 | 25 | 6 | -3 | 17 | -23 | -15
Cc1cc(-c2ccccc2)[nH]c(=O)c1S(=O)(=O)c1ccccc1
 : -7 | . | -6 | 40 | . | . | 9 | -8 | 8
O=S(=O)(c1ccc(Cl)cc1)n1ccc2cccnc21
 : -5 | . | 6 | -1 | . | . | 7 | -5 | -31
Cc1ccccc1Nc1c(N)c(=O)oc2ccccc12
 : -25 | . | 18 | -11 | . | . | 22 | -18 | -10
CC(C)(C)/C(O)=C(/C#N)c1nc2ccccc2[nH]1
 : 6 | 0 | 15 | 4 | 3 | -1 | -4 | -27 | 18
CCOC(=O)Cn1c(=O)sc2ccccc21
 : 4 | -8 | 15 | -2 | 8 | 10 | -4 | 4 | 9
CCn1c(=S)sc2nc(C)sc21
 : -8 | 1 | -5 | 31 | 4 | -21[fluorescence artefact?] | 10 | -16 | -2
c1csc(-c2cn3c(n2)SCC3)c1
 : 5 | -3 | 15 | . | . | 17 | -4 | 20 | 2

Going on with the list.
Every second line gives: sEH inh | Smad3 FoxH1 inh | VCAM1 TNFa inh | cytoskel mod | Candida biofilm | ERb coact inh | sEH act | TNFa cytotox | HUVEC tox IL1B
Cc1cc(Cl)c(S(=O)(=O)N2CCSCC2)cc1OCC(=O)NC1CCCCC1
 : -4 | 8 | -12 | -4 | 2 | -1 | 6 | -18 | 7
CC(C)OC(=O)c1cccnc1SCC(=O)N(C)c1ccccc1
 : 11 | -4 | 21 | 6 | 2 | 5 | -13 | -12 | 3
Cc1nn(-c2nnc(C)c(=O)[nH]2)c(C)c1SCC(=O)Nc1ccc(F)cc1
 : 1 | -8 | -2 | 2 | 6 | 4 | -7 | -8 | -127
CCSc1nnc(NC(=O)C2C3C=CC(C3)C2C(=O)O)s1 (stereo unspecified)
 : 7 | 6 | -10 | 12 | 2 | -3[fluorescence artefact?] | -9 | -18 | -4
CSc1nnc(-c2ccccc2N=Cc2c(C)[nH]n(-c3ccccc3)c2=O)c(=O)[nH]1
 : -8 | . | -12 | 3 | . | . | 6 | 18 | 7
O=C(CSc1nnc(NC(=O)C2CCC2)s1)Nc1ccc(N2CCOCC2)cc1
 : 1 | 8 | 17 | 1 | 5 | 3 | -1 | -29 | -7
OC(COc1ccccc1)CN1CCOCC1 (stereo unspecified)
 : 8 | 4 | -12 | -6 | 4 | 8 | -5 | 11 | -29
CCN1CCCC1CNC(=O)C(=O)Nc1ccc(OC)cc1 (stereo unspecified)
 : -14 | . | 13 | 10 | . | . | 15 | -1 | 40
COc1cccc(C(O)CC(N)=O)c1 (stereo unspecified)
 : -13 | -1 | -3 | -3 | 1 | 6 | 10 | -15 | -62
Cc1ccccc1N/C(SCc1ccc(Cl)cc1)=C(/C#N)C(=O)NCc1ccco1
 : -6 | -8 | 0 | 15 | -2 | -1 | 9 | -4 | 4
Cc1cc(=O)oc2ccc(OCC(=O)N(Cc3ccc(F)cc3)Cc3ccco3)cc12
 : 7 | 4 | 1 | -10 | 5 | 5 | -8 | -43 | -12
COC(=O)C1(C#N)C(c2ccccc2)C1(C(=O)OC)C(=O)OC (stereo unspecified)
 : -12 | 12 | 8 | 4 | 2 | -5 | 10 | -11 | -16
O=C(NCc1ccccc1)NC(=O)c1ccccc1
 : 11 | -4 | -22 | -12 | 0 | -7 | -10 | -7 | -14
Cc1ccccc1Nc1nc(N)nc(CSCc2c(C)noc2C)n1
 : -2 | 1 | 10 | 0 | 3 | -3 | 1 | -22 | -8
CC(C)(C)c1ccc(-c2c(C#N)c(N)nc3c2CCCC3)s1
 : -14 | . | -19 | 10 | . | . | 12 | -9 | -73
O=C(O)/C=C\C(=O)Nc1ccccc1C#Cc1ccccc1
 : 0 | . | -25 | 13 | . | . | 0 | -35 | -3
CC(=O)N1c2ccccc2C(C)CC12CCCCC2 (stereo unspecified)
 : 7 | -2 | 3 | -4 | 4 | -23 | -4 | -5 | 20
O=C(NNc1c2ccccc2nc2ccccc12)c1ccc(O)cc1O
 : 3 | . | 26 | -24 | . | . | -2 | 6 | -46
COc1ccc2ccccc2c1CNCc1ccccn1
 : 1 | -2 | 3 | -1 | 6 | -5 | 1 | 5 | 2
CC1=C(C#N)C(NC(=O)C(C)(C)C)(C(F)(F)F)C(=O)N1 (stereo unspecified)
 : -4 | 7 | 3 | -24 | 6 | -8 | 7 | 6 | -19
COc1cccc(C(=O)N(Cc2nc(-c3cccc(C)c3)no2)C(C)C)c1OC
 : -4 | 7 | -15 | 3 | 2 | -17 | 6 | . | -26
CCOc1ccc(NC(=O)c2ccccc2OCC(=O)c2ccc(C)cc2)cc1
 : -17 | . | 5 | -1 | . | . | 19 | -27 | 6
CCOC(=O)c1c(-c2ccccc2)csc1NC(=O)c1ccc(N2C(=O)CCC2=O)cc1
 : -16 | . | 8 | 11 | . | . | 20 | -8 | -1
C=CCNC(=O)C1CCN(S(=O)(=O)CC)CC1
 : 9 | 5 | 14 | 4 | 5 | -7 | -12 | 1 | -59
COc1ccc(C2C3=C(CC(C)(C)CC3=O)Oc3ncn(CCO)c(=N)c32)cc1OC (stereo unspecified)
 : -15 | 9 | -2 | -7 | 1 | -8 | 17 | 3 | 20
Cc1ccc(S(=O)(=O)N2CCC(C(=O)Nc3nnc(-c4ccco4)s3)CC2)cc1
 : -13 | 12[fluorescence artefact?] | 5 | 18 | 4 | 21[fluorescence artefact?] | 13 | -9 | 67
CSc1nsc(SC)c1NC(=O)OC1CCCCC1
 : -18 | -3 | 3 | -5 | -2 | -13 | 14 | 6 | 14
COc1cccc(/C=N/NC(=O)C(=O)NCc2ccco2)c1O
 : 3 | . | 0 | 11 | . | . | -5 | -18 | -18
Cc1n[nH]c(=O)nc1NCCN(C)C
 : . | 2 | 1 | 8 | 6 | 2 | . | 26 | 10
Cn1c(=O)oc2cc(S(=O)(=O)N3CCC4(CC3)OCCO4)ccc21
 : -7 | -10 | -13 | 32 | 0 | 3[fluorescence artefact?] | 7 | -32 | -5
Cc1nnc(SCCCN2C(=O)c3ccccc3C2=O)o1
 : -6 | 5 | 8 | 20 | 5 | -2 | 3 | -10 | 14
Cc1ccc(NC(=O)c2cccc(OCc3c(C)noc3C)c2)c(C)c1
 : 24 | 10 | 0 | 20 | -1 | -7 | -22 | 7 | -13
COc1cc(COc2ccc3c(C)c(Cc4ccccc4)c(=O)oc3c2)cc(OC)c1OC
 : 2 | . | 17 | 3 | . | . | -3 | -25 | -19
Cc1cccnc1NC(=O)CSc1nnc(Cc2ccccc2)o1
 : -2 | 5 | 20 | 3 | -3 | -1 | 1 | 6 | -5
O=C(c1cccs1)N1CCC(c2ccccc2)C1 (stereo unspecified)
 : -4 | -6 | -2 | 12 | 6 | 0 | 1 | 1 | -13
CCN(CC(=O)NC1CCS(=O)(=O)C1)c1nc(-c2ccccc2)nc2ccccc12 (stereo unspecified)
 : -8 | 1 | -6 | 5 | 5 | -2 | 11 | 4 | 10
Cc1ccc(-c2nc(CS(=O)CC(=O)NCCN(CC(C)C)CC(C)C)c(C)o2)cc1 (stereo unspecified)
 : 1 | 1 | 22 | -14 | -2 | -11 | -1 | 11 | 4
CCC1CCCCN1Cc1ccc(OC)c(C)c1 (stereo unspecified)
 : -4 | 15 | 8 | 12 | 6 | 2 | 2 | 16 | .
COc1cccc2sc(Nc3nc(-c4ccccn4)cs3)nc12
 : -1 | . | 57 | -42 | . | . | 3 | 13 | -12
CC1(C(=O)NC2CCCCCCC2)CCC(=O)N1CCN1CCOCC1 (stereo unspecified)
 : . | -1 | 8 | 20 | 0 | 1 | . | -1 | 14
COC(=O)CNC(=O)CN1c2cccc3cccc(c23)S1(=O)=O
 : 10 | . | 5 | 20 | . | . | -8 | -7 | 12
CCCOc1ccc(C(CC(=O)O)NC(=O)C23CC4CC(CC(C4)C2)C3)cc1 (stereo unspecified)
 : -4 | 3 | -9 | 10 | 6 | 0[fluorescence artefact?] | 2 | -12 | 8
CCOc1cccc(NC(=O)C2CC(=O)NC(=Nc3ccccc3)S2)c1 (stereo unspecified)
 : 14 | -1 | 12 | -4 | 6 | -3 | -11 | -7 | -19
COc1ccc(NC(=O)O/N=C2/CCCc3ccc(OC)cc32)cc1
 : 4 | . | 20 | -29 | . | . | -4 | -6 | .
O=C(O)CNC1=NCCCCC1
 : -2 | 8 | 4 | -4 | -2 | 0[fluorescence artefact?] | 0 | -15 | -6
CCC1c2ccc(C)n2CCN1C(=O)Nc1ccccc1C(=O)OC (stereo unspecified)
 : 1 | 4 | 8 | -22 | 4 | -2 | 1 | -10 | 92*
CN(C(=O)c1ccno1)c1nnc(-c2ccccn2)s1
 : -7 | -4 | 13 | -8 | 20* | -7 | 8 | 0 | -27
O=C(NCCO)NC(=S)c1ccccc1
 : -8 | 15 | 3 | 0 | 1 | 2 | 8 | -2 | -2
CCOC(=O)c1cc2sc(C)cc2n1C(C)C(=O)OCC (stereo unspecified)
 : -15 | . | -3 | 12 | . | . | 18 | 7 | 0

The list is partial; rates above refer to the full screens.
